KDM5B inhibitor – inhibitors of human KDM5B histone demethylase. Q9UGL1. KDM5B demethylase, FDH-coupled NADH fluorescence (FDH is formaldehyde dehydrogenase). Potency, µM (series often up to 57.7 µM), without a hit: at the top dose activity change, negative = inhibition, actives largely listed as inhibitors. actives 2.6% (n = 220,000); active means well fitted inhibition curve with a large enough effect; inconclusive means small, poorly fitted or top-dose-only effect; inactive means no such curve, though single readings can be large or run the other way; further: 0% is about no effect; nearly all actives have a fitted effect of over 70% in size
Target sequence (Q9UGL1 whole entry, looked up): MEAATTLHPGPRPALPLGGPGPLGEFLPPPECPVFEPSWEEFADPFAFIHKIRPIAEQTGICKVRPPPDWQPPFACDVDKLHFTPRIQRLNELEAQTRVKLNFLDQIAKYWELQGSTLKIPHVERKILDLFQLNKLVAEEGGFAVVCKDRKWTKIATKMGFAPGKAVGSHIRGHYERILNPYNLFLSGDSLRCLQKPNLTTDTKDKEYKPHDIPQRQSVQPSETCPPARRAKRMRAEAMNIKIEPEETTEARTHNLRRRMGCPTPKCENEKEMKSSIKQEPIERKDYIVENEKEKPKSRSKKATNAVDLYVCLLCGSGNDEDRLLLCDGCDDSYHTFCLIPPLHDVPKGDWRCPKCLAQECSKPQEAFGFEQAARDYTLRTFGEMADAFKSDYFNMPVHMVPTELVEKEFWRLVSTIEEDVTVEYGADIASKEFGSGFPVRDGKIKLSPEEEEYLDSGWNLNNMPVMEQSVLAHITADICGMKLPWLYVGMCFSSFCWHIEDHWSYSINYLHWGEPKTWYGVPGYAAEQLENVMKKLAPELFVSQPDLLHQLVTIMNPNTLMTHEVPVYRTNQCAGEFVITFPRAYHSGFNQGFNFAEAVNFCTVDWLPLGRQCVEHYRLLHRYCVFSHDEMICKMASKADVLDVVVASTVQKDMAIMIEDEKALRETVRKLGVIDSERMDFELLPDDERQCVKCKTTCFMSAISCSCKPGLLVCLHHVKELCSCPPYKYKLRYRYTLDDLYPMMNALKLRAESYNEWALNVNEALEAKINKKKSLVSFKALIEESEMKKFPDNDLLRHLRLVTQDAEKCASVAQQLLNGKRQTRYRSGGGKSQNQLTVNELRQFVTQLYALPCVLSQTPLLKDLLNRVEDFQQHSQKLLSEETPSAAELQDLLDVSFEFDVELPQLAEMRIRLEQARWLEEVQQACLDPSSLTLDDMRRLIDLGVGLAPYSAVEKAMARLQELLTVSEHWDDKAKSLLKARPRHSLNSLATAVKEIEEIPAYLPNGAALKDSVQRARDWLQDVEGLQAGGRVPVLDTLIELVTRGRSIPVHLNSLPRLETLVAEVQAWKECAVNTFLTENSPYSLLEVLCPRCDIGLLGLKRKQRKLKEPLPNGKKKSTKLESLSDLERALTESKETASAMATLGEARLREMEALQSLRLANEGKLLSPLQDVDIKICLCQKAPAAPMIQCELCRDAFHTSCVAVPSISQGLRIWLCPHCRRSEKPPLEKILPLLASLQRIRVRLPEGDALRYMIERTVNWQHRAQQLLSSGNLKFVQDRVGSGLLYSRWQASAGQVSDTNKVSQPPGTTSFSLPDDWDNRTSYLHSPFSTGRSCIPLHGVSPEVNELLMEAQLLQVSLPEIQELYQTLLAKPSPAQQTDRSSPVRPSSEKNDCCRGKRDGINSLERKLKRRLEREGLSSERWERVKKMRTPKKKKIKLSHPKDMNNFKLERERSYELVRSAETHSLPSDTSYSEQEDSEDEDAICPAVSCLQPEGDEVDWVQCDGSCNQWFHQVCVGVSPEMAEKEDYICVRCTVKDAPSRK
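KDM5BΔAP (200 nM final) in 50 mM HEPES pH 7.5, 0.01% Tween-20 was preincubated 10 min at RT with compound over a concentration range. Substrate mix (H3K4me3 12.5 µM, α-KG 25 µM, Fe²⁺, ascorbate, NAD⁺, FDH) was added, and NADH fluorescence change over 30 min gave dose-response curves.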
Starred values were filed as active, the others as inactive; ? = inconclusive; [ ] = remark or other dose. Potency means the concentration at half of the fitted maximal effect. Not all compounds are listed, so the mix of outcomes need not match the whole.

SMILES	KDM5B inhibitor
CC(C)CN1CCN(c2nc(CCN)nc3ccccc23)CC1CCO (stereo not drawn)	-5%
CCCCN(C)CCNC(=O)Cn1ncc2c([nH]c3ccccc32)c1=O	?
CC(C)c1ccc2oc(-c3ccc(Cl)c(NC(=O)c4cccnc4)c3)nc2c1	-13%
CCOC(=O)c1cc(-c2ccc(S(=O)(=O)N3CCN(c4ccc(Cl)cc4)CC3)s2)on1	0%
CC(C)NC(=O)NC[C@H]1O[C@@H]2C[C@@H](CC(=O)NCc3cnn(C)c3)O[C@@H]2[C@@H]1O	14%[86.2 µM]
O=C(O)C1CC(=O)N(C2CC2)C1c1ccccc1 (stereo not drawn)	21%
CCOC(=O)C1=CN(CC(=O)Nc2ccc(C)cc2Cl)S(=O)(=O)N=C1C	-8%
Cc1ccc(CNC(=O)c2ccc(CS(=O)(=O)Cc3ccc(C)cc3)o2)cc1	-15%
COc1ccc(-c2cc(C(C)=O)c(C)n2CCC(=O)Nc2ccc(C)cc2Cl)cc1	?
CCc1nc2c(=O)n(CC(=O)NCc3ccc(Br)cc3)nc(C)c2s1	-7%
CSc1cccc(NC(=O)Cn2c(-c3ccc(Cl)cc3)nc(C)c(CCO)c2=O)c1	-9%
O=C(CN1C(=O)c2ccccc2Sc2ncccc21)Nc1cccc(C(F)(F)F)c1	?
CC(=O)Nc1ccc(Nc2cc(C)nc3c(-c4ccc(C)cc4)cnn23)cc1	?
CCOc1ccc(C2Cn3nnc(-c4nc(-c5ccccc5C)no4)c3CO2)cc1 (stereo not drawn)	?
Cc1cc(C2CC(C(=O)NCCc3ccccc3)CN(C(=O)NC(C)C)C2)ccc1F (stereo not drawn)	-4%
CN(C)c1ccc(NC(=O)CCC(=O)c2cccs2)cc1	-26%
CCCN1CCn2c(nc3cc(NC(=O)c4ccc(OC)c(OC)c4)ccc32)C1	-5%
Fc1ccc(N/N=C2/CCSc3sccc32)c(F)c1	-11%
CC(C)(C)C(=O)Cn1c(=O)n(-c2ccccc2)c(=O)c2c3c(sc21)CCC3	-10%
O=C(NCc1ccc(F)cc1)C1CCN(c2nc3ccccc3o2)CC1	21%
O=C(CSc1ccc(Br)cc1)NCc1ccc(CN2CCCC2)cc1	1%
N#Cc1nc(-c2ccco2)oc1N1CCN(CC(=O)Nc2ccccc2Br)CC1	-15%
Cc1cc(C)n(CC(=O)N2CCC3(CC2)NCCc2c3[nH]c3ccccc23)n1	-19%
Cc1nc2cc(N3CCC(C(=O)O)CC3)cnc2nc1C	?
O=C(NCC(=O)N(c1ccccc1)C1(C(=O)NC2CCCC2)CCCCC1)c1ccccc1	-6%
COc1ccc(C(=O)NC2CCN(c3cc(-c4ccc(Cl)cc4)[nH]n3)C2)cc1F (stereo not drawn)	?
N#Cc1ccccc1Cn1c(=O)n(CCC(=O)NCc2ccccc2Cl)c(=O)c2sccc21	13%
CCCCOC(=O)COc1cc(O)c2c(=O)cc(-c3ccccc3)oc2c1	8%
CNC(=O)N1CCC(C2CCN(S(=O)(=O)c3cc(F)ccc3OC)C2)CC1 (stereo not drawn)	1%
CCC(Sc1nc2cc3c(cc2c(=O)n1CCCCCC(=O)NCc1ccc2c(c1)OCO2)OCO3)C(=O)NCCCOC (stereo not drawn)	-24%
S=C(NN=C1CCC(c2ccccc2)CC1)NC1CCCCC1 (stereo not drawn)	-6%
Cc1cccc(C)c1NC(=S)NCCc1ccc(C(F)(F)F)cc1	11%
O=C(C[C@@H]1CCNC[C@@H]1Cc1cc(CSc2ccccc2)on1)NCCN1CCOCC1	-16%
CCc1ccc(N2CC(c3noc(-c4ccccn4)n3)CC2=O)cc1 (stereo not drawn)	-3%
CCc1ccc(-c2cn3c(n2)sc2cc(C(=O)NC4CCCCCC4)ccc23)cc1	-23%
Cc1noc([C@@H]2C[C@H](NC(=O)c3cccnc3)CN2C)n1	5%[115 µM]
Cc1nc(C)c(C(=O)N2CCCC(c3nn(C)c(=O)n3C(C)C)C2)s1 (stereo not drawn)	-18%
CCn1cc(CN2CCCC23CCN(c2ccc(C(F)(F)F)cn2)CC3)c(C)n1	?
Cc1nc(-c2cnccn2)n(CC(=O)Nc2cccc(F)c2)c(=O)c1CCO	0%
Cc1ccc(-c2cc(-c3ccccc3)c(C#N)c(SCCS(=O)Cc3ccccc3)n2)cc1 (stereo not drawn)	-5%
CN(C(=O)CC1C(=O)NCCN1Cc1ccc(F)c(F)c1)C1CCCCC1 (stereo not drawn)	?
Cc1n[nH]c(C)c1CNC(=O)C1CCN(c2cnn(CC3CC3)c(=O)c2)C1 (stereo not drawn)	5%
CCOc1ccccc1NC(=O)N1CCN(C(=O)N2CC3CC(C2)[C@H]2CCCC(=O)N2C3)CC1 (stereo partly drawn)	13%
CC(C)Cn1c(=O)c2ccccc2n2c(CCC(=O)O)nnc12	15%
Cc1noc(-c2cccn3c(CNC(=O)Cc4cccc(F)c4)nnc23)n1	?
CNC(=O)CNC(=O)c1cccc(Br)c1	15%
Cc1cccc(NC(=O)N2CCCC(Cn3cnc4cccnc43)C2)c1 (stereo not drawn)	30%
COc1cccc(CNC(=O)[C@@H]2C[C@@H](O)CN2C2CCN(C(=O)c3ccsc3)CC2)c1	-16%
COc1ccccc1C1=NN(C(=O)c2cccc(F)c2)C(c2ccc3nccnc3c2)C1 (stereo not drawn)	-13%
O=C(N/N=C/c1cc2c(cc1Cl)OCO2)c1ccc2c(c1)OCCO2	?
Cc1c(C(=O)Nc2ccc(F)c(Cl)c2)sc2nc3n(c(=O)c12)CCC3	3%
COc1cc(NC(=O)c2cnc3c(-c4ccc(F)cc4)c(C)nn3c2C)cc(OC)c1	-6%
COc1ccc(CCNC(=O)C(=O)NN=C2CCCCCCC2)cc1OC	13%
COc1ccc(C2=C(C)C(=NCc3ccc(OC(C)C)cc3)NS2(=O)=O)cc1	?
O=C1NC2(Cc3ccccc31)CN(C(=O)c1ccc(C(F)(F)F)cc1)C2	13%[115 µM]
COc1ccccc1NCc1cccn1-c1nnc(N2CCOCC2)s1	-21%
O=C(NC1CCCCCC1)c1ccc(CS(=O)c2cccc(Cl)c2)o1 (stereo not drawn)	-30%
CCOc1ccc(-n2nc(CO)c(C(=O)NCc3cccs3)n2)cc1	?
Cc1ccc(CCNC(=O)c2nnn3c2COC(c2ccc(Cl)cc2)C3)cc1 (stereo not drawn)	-5%
CSc1ccc(CNC(=O)c2ccc(Nc3cc(-c4ccc(F)cc4)ncn3)cc2)cc1	?

Sorted by molar mass (rising): part of the list above.
SMILES	KDM5B inhibitor
CNC(=O)CNC(=O)c1cccc(Br)c1	15%
Cc1cccc(NC(=O)N2CCCC(Cn3cnc4cccnc43)C2)c1 (stereo not drawn)	30%
CCOc1ccc(-n2nc(CO)c(C(=O)NCc3cccs3)n2)cc1	?
O=C1NC2(Cc3ccccc31)CN(C(=O)c1ccc(C(F)(F)F)cc1)C2	13%[115 µM]
Cc1noc(-c2cccn3c(CNC(=O)Cc4cccc(F)c4)nnc23)n1	?
Cc1n[nH]c(C)c1CNC(=O)C1CCN(c2cnn(CC3CC3)c(=O)c2)C1 (stereo not drawn)	5%
COc1ccccc1NCc1cccn1-c1nnc(N2CCOCC2)s1	-21%
COc1ccc(CCNC(=O)C(=O)NN=C2CCCCCCC2)cc1OC	13%
CN(C(=O)CC1C(=O)NCCN1Cc1ccc(F)c(F)c1)C1CCCCC1 (stereo not drawn)	?
O=C(NC1CCCCCC1)c1ccc(CS(=O)c2cccc(Cl)c2)o1 (stereo not drawn)	-30%
Cc1ccc(CCNC(=O)c2nnn3c2COC(c2ccc(Cl)cc2)C3)cc1 (stereo not drawn)	-5%
COc1ccc(C2=C(C)C(=NCc3ccc(OC(C)C)cc3)NS2(=O)=O)cc1	?
COc1cc(NC(=O)c2cnc3c(-c4ccc(F)cc4)c(C)nn3c2C)cc(OC)c1	-6%
CSc1ccc(CNC(=O)c2ccc(Nc3cc(-c4ccc(F)cc4)ncn3)cc2)cc1	?
CCOc1ccccc1NC(=O)N1CCN(C(=O)N2CC3CC(C2)[C@H]2CCCC(=O)N2C3)CC1 (stereo partly drawn)	13%

Following part:
SMILES	KDM5B inhibitor
COc1ccc(/C=N/NC(=O)C(=O)N2CCCCCC2)cc1O	0%
COc1ccc(Cl)cc1NC(=O)C(=O)c1c[nH]c2ccccc12	6%
COC(=O)c1ccccc1NC(=O)c1ccc(N2CCCN(Cc3ccccc3F)C2=O)cc1	?
Cn1cc([C@@H](NC(=O)c2cc(=O)n(-c3ccccc3)[nH]2)C2CC(O)C2)cn1 (stereo partly drawn)	12%
O=C(c1ccccc1)N1CCC2(CC1)COc1ccccc1NC2=O	-15%[86.2 µM]
Cc1cc2c(cc1C)CSC(c1cc(Br)ccc1O)SC2	1%
Cc1ccc(C2c3[nH]c4ccccc4c3CCN2C(=O)c2ccccc2Br)cc1 (stereo not drawn)	-23%
CN(CC(=O)NC(N)=O)Cc1ccc(F)cc1F	20%
O=C(CS(=O)(=O)c1cccc2nsnc12)N1CCN(c2ccccc2)CC1	-26%
COc1ccc(Cl)cc1Nc1cc(C)nc2nc(-c3ccccc3C)nn12	-15%
CN(C)CCCN(C(=O)c1cccc(C(F)(F)F)c1)c1nc2ccc(F)cc2s1	1%
C[S+](=O)([O-])N1Cc2ccccc2CC2(CCN(CC3CCNC3)CC2)C1 (stereo not drawn)	7%[115 µM]
COCc1nc(C2CCN(C(=O)NCC(C)C)C2)no1 (stereo not drawn)	-7%
COc1ccccc1CNC(=O)c1sc2nc3n(c(=O)c2c1C)CCC3	-9%
O=C(CCN1CCCCO1)N1CCOC(CC2CCCCC2)C1 (stereo not drawn)	57%[activator]
Cc1cc(C(=O)COc2ncnc3ccc(Br)cc23)c(C)n1C	-7%
COCCNC(=O)COC(=O)CCc1c[nH]c2ccccc12	8%
COc1ccc(-n2nc(C3CCN(C(=O)Cc4ccccn4)CC3)[nH]c2=O)cc1	?
CCN1c2cc(C(=O)NCc3ccccc3Cl)ccc2C(=O)N2CCCCCC21 (stereo not drawn)	?
COc1ccc(-c2cc(-c3ccccc3)c(C#N)c(SCC(O)CS(=O)(=O)Cc3ccc(Cl)cc3)n2)cc1 (stereo not drawn)	?
CCOc1ccc(C2c3c(oc4ccc(C)cc4c3=O)C(=O)N2CCCN(C)C)cc1OC (stereo not drawn)	-21%
Cc1nn2c(c1-c1ccnn1C(C)C)N(C(=O)c1ccc(Oc3ccccc3)cc1)CCC2	22%
O=C(c1cc2ccccc2o1)c1ccc(F)cc1F	7%
CN(CCc1noc(C2CC2)n1)C(=O)C1CC(=O)N(C(C)(C)C)C1 (stereo not drawn)	41%[activator]
Cc1cc2n(n1)CC(CNC1CCN(Cc3ccccc3)CC1)CN2 (stereo not drawn)	7%
O=C(CNc1ccccc1C(=O)Nc1ccccc1)Nc1ccccc1C(=O)NC1CCCC1	0%
COC(=O)[C@H](NC(=O)C1=C[C@@H](NC(=O)Nc2ccc(C)cc2)[C@@H](O)[C@H](O)C1)C(C)C	15%[86.2 µM]
CC1=C(C(=O)N(C)C)C(c2ccc(Cl)cc2)N2C(CC(=O)N3CCOCC3)=CSC2=N1 (stereo not drawn)	?
COCCn1c(SC(C)c2ccc(F)cc2)nnc1-c1ccncc1 (stereo not drawn)	-5%
O=C(CCc1ncc(-c2ccccc2F)o1)Nc1cccc(Br)c1	1%
c1ccc(-c2nc(C3CCOCC3)no2)c(OC2CCN(C3CCCC3)C2)c1 (stereo not drawn)	?
CC1(C)CC(CCN2CCCCC2)(c2cccc(C(F)(F)F)c2)CCO1 (stereo not drawn)	?
Cc1cc(NC(=O)c2ccco2)c(=O)n(Cc2c(F)cccc2Cl)c1	?
O=C(NCc1ccc2c(c1)OCO2)C1CN(Cc2ccccc2)C(=O)N1 (stereo not drawn)	4%
O=C1CNc2ccc(C(=O)N3C[C@H](CO)C[C@H](CN4CCCC4)C3)cc2N1	?
COc1ccc(-n2c(-c3ccco3)nc3c(cnn3-c3ccc(Cl)cc3)c2=O)cc1	?
COc1ccc2c(C)c(CC(=O)Nc3ccc4c(c3)OCO4)c(=O)oc2c1OC	1%
Cc1ncsc1CN1CCc2nc(N3CCN(C)CC3)sc2C1	?
O=C(/C=C/c1cn(CC(O)CN2CCCCCC2)c2ccccc12)c1ccc(Br)cc1 (stereo not drawn)	?
O=C(C1CCCC1)N1CCC2(CC1)NC(=O)N(c1ccccc1)N2	?
O=C(c1ccco1)N1CCC2(CC1)CC(N(C(=O)c1ccccc1)C1CC1)CCO2 (stereo not drawn)	-8%
O=S(=O)(c1ccc(Br)cc1)c1nnn2c1nc(N1CCOCC1)c1sccc12	-4%
Cc1ccc(-c2cc(-c3ccc(C)c(C)c3)n(-c3ccc(C)c(C)c3)n2)cc1C	5%
COc1cc(C(C)=O)ccc1OCc1cccc(C#N)c1	20%
Cc1cc(NC(=O)CCC(=O)N(CC(=O)NCC2CCCO2)c2ccccc2)no1 (stereo not drawn)	30%
COCCOc1ccc(C(=O)/C=C/c2cccc(O)c2)cc1OC	-7%
Cc1cc(C)cc(N2C(=O)N(Cc3cc(=O)n4ccccc4n3)c3ccccc3S2(=O)=O)c1	?
CCOC(=O)CSc1nc2sc3c(c2c(=O)n1-c1ccc(C)cc1)CCN(C)C3	?
O=C(c1nc(-c2ccc(Cl)nc2)c2ccccn12)N1CCN(c2ncccn2)CC1	?
Clc1ccc(/C=N/N=C(c2ccccc2)c2ccccc2)c(Cl)c1	9%
CC(=O)c1ccc(OCc2ccc(-c3ccccc3C#N)cc2)cc1	-14%
